SENP1 FRET inh = SENP1 (human) catalytic domain inhibition | Q9P0U3 | recombinant SENP1 catalytic domain, CyPet-SUMO1-YPet FRET cleavage | inhibition, % at 10 µM | 360,000 compounds, 0.21% hits | AID 624204;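 active = inhibition at least 30% at 10 µM, raw YFP signal under a set limit, fluorescence ratio 0.5 to 1.5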;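 also: 0% = enzyme with DMSO and 100% = no enzyme wells; some results filed as inactive read as strong as hits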
Target sequence (Q9P0U3 419-644 limits assumed): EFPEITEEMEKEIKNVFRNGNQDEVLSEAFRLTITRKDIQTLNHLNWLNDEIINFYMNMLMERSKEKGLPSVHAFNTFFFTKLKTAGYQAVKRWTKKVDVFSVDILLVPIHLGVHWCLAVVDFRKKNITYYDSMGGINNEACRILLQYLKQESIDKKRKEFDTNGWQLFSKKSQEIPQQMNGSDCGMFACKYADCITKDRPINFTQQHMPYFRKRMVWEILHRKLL
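Test system: human SENP1 catalytic domain; medium: Tris pH 8 buffer plus EDTA, NaCl, BME, BSA, NP40, catalase; incubation: 50 min reaction at room temperature; technique: FRET, CFP and YFP emission; controls: no-enzyme low control and enzyme-plus-DMSO high control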
SENP8 block = inhibitors of human SENP8 protease | Q96LD8 | recombinant SENP8, Nedd8 substrate fluorescence | inhibition, % at 20 µM | 360,000 compounds, 0.64% hits | AID 602440; in the data active = inhibition mostly above about 40%, no sharp cut-off; inactive = mostly below about 27%
Target sequence (Q96LD8 whole entry, looked up): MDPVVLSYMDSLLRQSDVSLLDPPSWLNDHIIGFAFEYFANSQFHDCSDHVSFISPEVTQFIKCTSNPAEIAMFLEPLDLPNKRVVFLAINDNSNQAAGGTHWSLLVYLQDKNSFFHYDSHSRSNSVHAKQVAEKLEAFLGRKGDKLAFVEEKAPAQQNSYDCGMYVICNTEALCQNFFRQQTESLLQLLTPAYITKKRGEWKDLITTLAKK
* hit, by the source's call.

What do the screens show for `O=C1NC[C@H](CCCCN2CCN(Cc3ccccc3)C(=O)C2=O)N(CCC2CCCCC2)C1=O`?
SENP1 FRET inh: 0.6; SENP8 block: 11.5

What do the screens show for `CN(C(=O)c1cccc(NC(=O)Cc2ccc(NC(=O)C3CCCN(C(=O)C4CCCCC4)C3)cc2)c1)C1CC1` (configuration not stated)?
SENP1 FRET inh: 1.3; SENP8 block: -9.3

What do the screens show for `CC1NS(=O)(=O)c2cc([N+](=O)[O-])ccc21` (configuration not stated)?
SENP1 FRET inh: -20.8; SENP8 block: -22.3

How did CC1=C(C(=O)N2CCOCC2)CC(CC(=O)NC(c2ccccc2)c2ccccc2)C(=O)N1CCCN1CCCC1=O (configuration not stated) do in these assays?
SENP1 FRET inh: -0.6; SENP8 block: -4.8

What do the screens show for `COc1ccc(C(C)=O)cc1Cn1c(C)c(C(=O)NCC(C)C)sc1=O`?
SENP1 FRET inh: -3.5; SENP8 block: 2.7

Results for O=C(c1ccc(F)cc1)N1CCN(S(=O)(=O)c2ccc3c(c2)OCCO3)CC1 ?
SENP1 FRET inh: 3.7; SENP8 block: 8.6

What do the screens show for `OC(c1ccccc1)(c1nc(-c2cccc3cccnc23)cs1)C(F)(F)F` (configuration not stated)?
SENP1 FRET inh: -0.5; SENP8 block: -59.0

How did CCN1CCN(S(=O)(=O)c2ccc(Cl)c(C(=O)N(CCc3ccccc3)Cc3ccccc3)c2)CC1 do in these assays?
SENP1 FRET inh: 0.2; SENP8 block: 11.1

How did C(=C\c1ccccc1)/CN1CCN(C(c2cccs2)c2nnnn2C2CCCC2)CC1 (configuration not stated) do in these assays?
SENP1 FRET inh: -0.5; SENP8 block: 10.6

How did O=C1NCCCN1Cc1ccc(F)cc1Cl do in these assays?
SENP1 FRET inh: 2.8; SENP8 block: 19.2

How did C[C@H](CO)N1C[C@H](C)[C@H](CN(C)S(=O)(=O)c2ccccc2)OCc2cnnn2CCCC1=O do in these assays?
SENP1 FRET inh: 0.1; SENP8 block: 5.1

Results for CC1(C(=O)NS(=O)(=O)C2CC2)CCCN(C(=O)c2c(F)cccc2F)C1 (configuration not stated) ?
SENP1 FRET inh: 0.3; SENP8 block: 13.1

Results for N#CC1c2ccccc2-c2ccccc2N1C(=O)c1ccccc1 (configuration not stated) ?
SENP1 FRET inh: -1.0; SENP8 block: 5.3

Results for COc1ccccc1Oc1ccc2c(c1)C(=O)N(c1cccc3ncccc13)C2=O ?
SENP1 FRET inh: 3.3; SENP8 block: -4.6

How did COc1ccc(-c2nc(-c3ccncc3)no2)cc1 do in these assays?
SENP1 FRET inh: 0.3; SENP8 block: 13.1

How did O=S1(=O)CC(N2CCN(CCO)CC2)CN1Cc1ccccc1 (configuration not stated) do in these assays?
SENP1 FRET inh: 0.9; SENP8 block: 13.1

What do the screens show for `COCCNc1ncnc2c1ncn2[C@H]1CN(Cc2cccs2)C[C@@H](CO)O1`?
SENP1 FRET inh: -2.6; SENP8 block: -2.1

What do the screens show for `Cn1c(=O)oc2cc(S(=O)(=O)Nc3ccc(C(=O)O)cc3)ccc21`?
SENP1 FRET inh: 5.1; SENP8 block: 12.1

Results for COc1ccccc1N1CCN(C2CCCN(C(=O)c3cc(C(C)C)on3)C2)CC1 (configuration not stated) ?
SENP1 FRET inh: -0.7; SENP8 block: 16.8

Results for COc1ccc(/C=C2/CSC/C(=C/c3ccc(OC)c(OC)c3)C2=O)cc1OC ?
SENP1 FRET inh: 3.7; SENP8 block: 17.6

Results for CN1OC[C@@H]2CN3C(=O)N(c4ccccc4)c4ccccc4[C@@H]3C[C@@H]21 ?
SENP1 FRET inh: -20.6; SENP8 block: 13.5

Results for COc1ccc(C=NNC(=O)CCCC(=O)NN=Cc2ccc(OC)c(O)c2)cc1O ?
SENP1 FRET inh: 1.8; SENP8 block: 5.8

How did CCN(CC)CCNC(=O)C(Cl)=C1C(Cl)=C(Cl)C(Cl)=C1Cl do in these assays?
SENP1 FRET inh: -0.7; SENP8 block: 10.0

How did Cc1ccc(C2CC(=O)C(C=NCCN3CCN(CC(=O)Nc4cc(C)cc(C)c4)CC3)=C(O)C2)cc1 (configuration not stated) do in these assays?
SENP1 FRET inh: 0.3; SENP8 block: 13.9

Results for CC1(C)CC(=O)C=C(c2ccc(-c3ccc(OC(F)(F)F)cc3)cc2)C1=O ?
SENP1 FRET inh: 0.0; SENP8 block: 2.2

How did CCCCCCN1CCN(C2CN(Cc3ccccc3)S(=O)(=O)C2)CC1 (configuration not stated) do in these assays?
SENP1 FRET inh: 1.5; SENP8 block: 13.8

How did CC(=NNc1ccc([N+](=O)[O-])cn1)c1ccc(N)cc1 do in these assays?
SENP1 FRET inh: 41.3*; SENP8 block: 58.1*

What do the screens show for `c1ccc(-c2ccc(-c3ccccc3)[nH]2)cc1`?
SENP1 FRET inh: -2.0; SENP8 block: -475.1

How did Cn1cc(CN2CCC(C(=O)NC(c3ccc(-c4ccccc4)cc3)c3cnccn3)CC2)c2ccccc21 (configuration not stated) do in these assays?
SENP1 FRET inh: -0.6; SENP8 block: -14.9

What do the screens show for `Cn1c(=O)c2c(-c3ccccc3)n(-c3cccc(Br)c3)cc2n(C)c1=O`?
SENP1 FRET inh: 2.2; SENP8 block: -172.1

Gathered by group, those above with fluorine.
Results for O=C(c1ccc(F)cc1)N1CCN(S(=O)(=O)c2ccc3c(c2)OCCO3)CC1 ?
SENP1 FRET inh: 3.7; SENP8 block: 8.6

What do the screens show for `OC(c1ccccc1)(c1nc(-c2cccc3cccnc23)cs1)C(F)(F)F` (configuration not stated)?
SENP1 FRET inh: -0.5; SENP8 block: -59.0

How did O=C1NCCCN1Cc1ccc(F)cc1Cl do in these assays?
SENP1 FRET inh: 2.8; SENP8 block: 19.2

Results for CC1(C(=O)NS(=O)(=O)C2CC2)CCCN(C(=O)c2c(F)cccc2F)C1 (configuration not stated) ?
SENP1 FRET inh: 0.3; SENP8 block: 13.1

Results for CC1(C)CC(=O)C=C(c2ccc(-c3ccc(OC(F)(F)F)cc3)cc2)C1=O ?
SENP1 FRET inh: 0.0; SENP8 block: 2.2

Further structures follow:
How did CCCN(C)C[C@@H]1OCCCC[C@@H](C)Oc2ccc(NC(=O)c3ccccc3)cc2C(=O)N([C@H](C)CO)C[C@@H]1C do in these assays?
SENP1 FRET inh: -3.5; SENP8 block: 14.1

How did COc1ccc(-c2nnc(Nc3nc4c(OC)cccc4s3)o2)cc1 do in these assays?
SENP1 FRET inh: -8.8; SENP8 block: -320.0

How did CC1=CC2(C#N)C3(N=C(N)C2(C#N)C(c2ccccc2)N1)OCCO3 (configuration not stated) do in these assays?
SENP1 FRET inh: -26.4; SENP8 block: -417.9

What do the screens show for `CN(C)CCNc1ccc2ncn3c4ccc(O)cc4c(=O)c1c23`?
SENP1 FRET inh: -26.7; SENP8 block: -35.7

What do the screens show for `CCOc1ccc2nc(SCC(=O)N(CC(C)C)c3c(N)n(CC(C)C)c(=O)[nH]c3=O)[nH]c2c1`?
SENP1 FRET inh: -3.4; SENP8 block: -14.5

How did CC1(C(=O)NS(=O)(=O)c2ccc(Cl)cc2)CCN1C(=O)CCc1cccs1 (configuration not stated) do in these assays?
SENP1 FRET inh: -0.9; SENP8 block: 10.0

How did CCc1nc2c(OCCOC)cccn2c1N(C)C(=O)c1ccc(C)cc1 do in these assays?
SENP1 FRET inh: 0.8; SENP8 block: 12.9

How did O=C(Nc1cc(Br)ccc1O)c1cc(-c2ccco2)on1 do in these assays?
SENP1 FRET inh: 0.9; SENP8 block: 3.4

Results for O=C1OC(Oc2ccc(Br)cc2)(c2ccccc2)c2ccccc21 (configuration not stated) ?
SENP1 FRET inh: 0.3; SENP8 block: 1.9

How did O=S1(=O)CC(N2CCCCC2)CN1Cc1cn(Cc2cccc(C(F)(F)F)c2)nn1 (configuration not stated) do in these assays?
SENP1 FRET inh: 2.1; SENP8 block: 6.8

How did Cn1c2c(c(=O)n(C)c1=O)CS(=O)c1ccccc1N2 (configuration not stated) do in these assays?
SENP1 FRET inh: -0.4; SENP8 block: -22.4

Results for CC1(C)NC(=O)N(CC(=O)Nc2ccc(-c3ccccc3)cc2)C1=O ?
SENP1 FRET inh: 2.4; SENP8 block: 15.4

What do the screens show for `CC1(C(=O)NCc2ccccc2)CN(S(C)(=O)=O)CC(=O)N1CCc1ccccc1` (configuration not stated)?
SENP1 FRET inh: -1.3; SENP8 block: 14.6

How did CSCCC(c1nnnn1-c1c(C)cccc1C)N1CCN(C/C=C/c2ccccc2)CC1 (configuration not stated) do in these assays?
SENP1 FRET inh: -0.7; SENP8 block: 16.4

Results for COc1ccc(C2=CCCC2)c(OC)c1 ?
SENP1 FRET inh: -0.2; SENP8 block: -8.3

Looked up by structure from the entries so far (2):
How did CC1=CC2(C#N)C3(N=C(N)C2(C#N)C(c2ccccc2)N1)OCCO3 (configuration not stated) do in these assays?
SENP1 FRET inh: -26.4; SENP8 block: -417.9

Results for CC1(C)NC(=O)N(CC(=O)Nc2ccc(-c3ccccc3)cc2)C1=O ?
SENP1 FRET inh: 2.4; SENP8 block: 15.4

More compounds.
Results for CCOC(=O)[C@]12CCCC=C1N(Cc1cccc3ccccc13)C(=O)[C@H](CC(=O)NCc1ccccc1)C2 ?
SENP1 FRET inh: 2.0; SENP8 block: 9.5

How did CCCCCCCCCCC(C(=O)O)C1(C(=O)O)CCC(=O)O1 (configuration not stated) do in these assays?
SENP1 FRET inh: 5.6; SENP8 block: 1.8

What do the screens show for `COc1ccccc1CNC(=O)C1(C)CCN1C(=O)Cc1ccc(-c2ccccc2)cc1` (configuration not stated)?
SENP1 FRET inh: 3.3; SENP8 block: 19.7

How did C[C@H]1CN([C@@H](C)CO)C(=O)CCCn2nncc2CO[C@H]1CN(C)C(=O)c1cc(-c2ccccc2)on1 do in these assays?
SENP1 FRET inh: 3.3; SENP8 block: -2.5

How did OC[C@@H]1CN(Cc2cccc3ccccc23)C[C@H](n2cnc3c(NCc4ccco4)ncnc32)O1 do in these assays?
SENP1 FRET inh: -5.8; SENP8 block: 12.9

Results for COc1ccc(-c2cc(NC(C)=O)c3ncc(-c4ccc(OC)c(OC)c4)n3c2)c(OC)c1 ?
SENP1 FRET inh: -30.4; SENP8 block: -392.2

How did O=C(NCCCN1CCCC1=O)C(=O)NCC1OCCCN1S(=O)(=O)c1ccccc1 (configuration not stated) do in these assays?
SENP1 FRET inh: 1.5; SENP8 block: 7.4

What do the screens show for `COc1ccc(S(=O)(=O)NC(=O)C2(C)CCN2C(=O)c2ccc(C(F)(F)F)nc2C)cc1` (configuration not stated)?
SENP1 FRET inh: 3.0; SENP8 block: 14.4

What do the screens show for `O=C(NCc1ccccc1)C(c1ccc(C(F)(F)F)cc1)n1c(=O)c(-c2ccccc2)nc2ccccc21` (configuration not stated)?
SENP1 FRET inh: -3.1; SENP8 block: -376.4

What do the screens show for `CCCCCCN1C[C@@H](O)[C@H](n2cc(C3CC3)nn2)C[C@@H]1c1ccc(C)cc1`?
SENP1 FRET inh: -2.5; SENP8 block: 3.5

Results for COc1ccc(COC[C@H](CC(C)C)N2CCN(C(=O)c3cccc(C(F)(F)F)c3)CCC2=O)cc1 ?
SENP1 FRET inh: 0.5; SENP8 block: 17.6

Results for COC(=O)[C@]12CCCCC=C1N(CCc1ccc(OC)c(OC)c1)C(=O)[C@H](CC(=O)NCC13CC4CC(CC(C4)C1)C3)C2 ?
SENP1 FRET inh: 1.4; SENP8 block: 24.2

Results for O=C(Nc1nc(OCC(F)(F)F)cnc1/C=C\c1ccccc1)c1ccccc1 ?
SENP1 FRET inh: -10.4; SENP8 block: -497.5

What do the screens show for `[N-]=[N+]=NC(c1ccccc1)C(NC(=O)c1cc(C(F)(F)F)cc(C(F)(F)F)c1)c1ccccc1` (configuration not stated)?
SENP1 FRET inh: 0.5; SENP8 block: 5.1

How did CC(=O)c1cccc(NC(=O)C2Cc3c(-c4ccccc4)ccnc3O2)c1 (configuration not stated) do in these assays?
SENP1 FRET inh: -1.6; SENP8 block: 22.3

What do the screens show for `CCN(c1ccccc1)S(=O)(=O)c1cc(C(=O)NCC(c2ccc(OC)cc2)N(C)C)ccc1C` (configuration not stated)?
SENP1 FRET inh: -4.0; SENP8 block: -3.8

Results for Cc1ccc(S(=O)(=O)N2CCN(C(=O)c3cc(S(=O)(=O)N4CCOCC4)ccc3F)CC2)cc1 ?
SENP1 FRET inh: 1.0; SENP8 block: 13.6

Results for COc1ccc(C(=O)N/N=C/c2ccccn2)cc1 ?
SENP1 FRET inh: -6.5; SENP8 block: 28.7

What do the screens show for `Cc1ccnc(NC(=O)CCNC(=O)c2ccc(Br)cc2)c1`?
SENP1 FRET inh: 0.6; SENP8 block: 0.9

How did Cc1ccc2ccc(C(Nc3ccccc3)c3ccc(Cl)cc3)c(O)c2n1 (configuration not stated) do in these assays?
SENP1 FRET inh: -1.6; SENP8 block: 18.0

What do the screens show for `Cc1cc(C)n2c(NCc3ccccc3)c(-c3cc4ccccc4o3)nc2n1`?
SENP1 FRET inh: -21.0; SENP8 block: -272.0

What do the screens show for `COc1ccc(NC(=O)C2Cc3c(-c4ccc(Cl)cc4)ccnc3O2)cc1` (configuration not stated)?
SENP1 FRET inh: -2.1; SENP8 block: 10.7

How did O=C1CC(c2ccccc2)=NO1 do in these assays?
SENP1 FRET inh: 1.0; SENP8 block: 14.5

Results for CC(=O)Nc1ccc(C(=O)N2c3ccccc3N=C(c3ccc4c(c3)OCO4)C2C(=O)NCc2ccccc2)cc1 (configuration not stated) ?
SENP1 FRET inh: -0.4; SENP8 block: -113.2

Results for Cc1[nH]c2ccccc2c1C(=O)CCl ?
SENP1 FRET inh: 0.7; SENP8 block: 6.2

How did CCc1nc2ccc(C(=O)NCCOc3ccc(OC)cc3)cn2c1N(CC)CCOC do in these assays?
SENP1 FRET inh: -1.5; SENP8 block: -10.2

Results for NC(Cc1ccc(Cl)cc1)c1csc(NC(=O)NCC2CCCCC2)n1 (configuration not stated) ?
SENP1 FRET inh: -4.7; SENP8 block: 18.3

The list is partial, so the mix of outcomes need not match the whole.
